CCT chaperon mod: changes cytosolic chaperonin activity; purified chaperonin ATPase assay, HTRF ADP detection, 30 min; activity change, % (concentration not given with the values), hits read low; hit rate 0.3% among 360,000; in the data active means activity change below about -30%; further: on the % scale 0 is the no-effect control and ±100 the full control effect
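TRiC at 40 or 20 nM final (batch-dependent) in 30 mM Tris pH 7.4, 100 mM KCl, 5 mM MgCl2, 1 mM DTT, with compound at single 76 uM and 10 uM ATP, 30 min at 37 deg C. ADP detected by HTRF Transcreener, 665/615 ratio.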
PI5P4Ka inh: blocks human PI5P4K alpha kinase activity. PI5P4Kalpha enzyme, ADP-Glo luminescence, 60 min; hits give low values. max response, %. hit rate 1.2% among 330,000; active means max response of -50% or lower; inconclusive means between -30% and -50%; inactive means -30% or higher; further: value at the top dose of about 77 µM; on the % scale 0 is the no-effect control and ±100 the full control effect
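Human PI5P4Kalpha with substrate in 0.038 M HEPES pH 7.4, 0.28 mM EGTA, 0.1% CHAPS, 5% DMSO; reaction started with 5 microM ATP (final), 60 min at room temperature. ADP formed read by ADP-Glo luminescence.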
EPAC1 antagonist: EPAC1 (human) antagonism. AID 720709. Potency, µM (top dose mostly 115 µM), for the others: at the highest dose activity change, negative = inhibition, usual class: inhibitors. hit rate 0.14% among 360,000. EPAC1 GEF assay, Rap1b-BODIPY-GDP exchange fluorescence;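 further: potency means the concentration at half of the fitted maximal effect; plate controls were vehicle for no effect and positive control for full effect; nearly all actives have a fitted effect of over 50% in size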
WRN inhibitor: inhibitors of human WRN helicase; Q14191; WRN helicase unwinding, fluorescent forked duplex, kinetic; Potency, µM (series often up to 114 µM), without a hit: at the top dose activity change, negative = inhibition, hits mostly inhibitors; hit rate 0.46% among 360,000; AID 651768; further: potency means the concentration at half of the fitted maximal effect; on the % scale 0 is the no-effect control and ±100 the full control effect; nearly all actives have a fitted effect of over 55% in size
Target sequence (Q14191 whole entry, looked up): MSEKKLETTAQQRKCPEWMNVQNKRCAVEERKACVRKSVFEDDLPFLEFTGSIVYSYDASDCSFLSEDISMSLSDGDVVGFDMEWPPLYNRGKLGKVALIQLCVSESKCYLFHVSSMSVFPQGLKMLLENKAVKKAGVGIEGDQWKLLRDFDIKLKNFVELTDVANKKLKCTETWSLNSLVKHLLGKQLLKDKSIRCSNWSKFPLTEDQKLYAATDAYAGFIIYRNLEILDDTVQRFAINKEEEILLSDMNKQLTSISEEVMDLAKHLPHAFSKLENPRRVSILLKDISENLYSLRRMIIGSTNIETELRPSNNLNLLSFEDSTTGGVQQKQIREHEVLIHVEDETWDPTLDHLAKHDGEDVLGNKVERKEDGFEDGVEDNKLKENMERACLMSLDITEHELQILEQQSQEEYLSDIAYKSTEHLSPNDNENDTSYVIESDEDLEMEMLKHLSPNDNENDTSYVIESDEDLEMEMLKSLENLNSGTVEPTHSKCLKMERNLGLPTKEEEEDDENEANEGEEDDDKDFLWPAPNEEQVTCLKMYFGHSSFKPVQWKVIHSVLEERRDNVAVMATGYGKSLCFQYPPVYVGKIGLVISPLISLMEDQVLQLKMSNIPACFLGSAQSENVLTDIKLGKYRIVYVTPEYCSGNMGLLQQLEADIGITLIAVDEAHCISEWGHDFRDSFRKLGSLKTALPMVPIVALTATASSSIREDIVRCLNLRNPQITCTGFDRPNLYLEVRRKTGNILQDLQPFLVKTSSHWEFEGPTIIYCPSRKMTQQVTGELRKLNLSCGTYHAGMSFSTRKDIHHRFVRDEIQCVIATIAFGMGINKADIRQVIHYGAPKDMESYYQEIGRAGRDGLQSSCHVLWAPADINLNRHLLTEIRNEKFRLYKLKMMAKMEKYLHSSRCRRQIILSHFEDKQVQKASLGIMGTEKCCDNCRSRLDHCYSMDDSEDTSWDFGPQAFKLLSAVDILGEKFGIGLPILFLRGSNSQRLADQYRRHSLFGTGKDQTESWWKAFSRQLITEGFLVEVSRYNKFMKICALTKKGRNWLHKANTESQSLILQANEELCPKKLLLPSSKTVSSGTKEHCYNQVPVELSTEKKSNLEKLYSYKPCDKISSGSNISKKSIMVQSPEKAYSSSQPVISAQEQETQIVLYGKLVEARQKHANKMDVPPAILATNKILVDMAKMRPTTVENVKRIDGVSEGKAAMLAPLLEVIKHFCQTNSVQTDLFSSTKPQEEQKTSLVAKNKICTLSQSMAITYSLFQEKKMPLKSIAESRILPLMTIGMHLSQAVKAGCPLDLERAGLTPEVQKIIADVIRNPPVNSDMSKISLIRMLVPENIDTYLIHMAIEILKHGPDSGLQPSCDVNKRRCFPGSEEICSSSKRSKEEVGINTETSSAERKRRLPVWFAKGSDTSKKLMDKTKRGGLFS
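Primary qHTS, 1536-well format. 20 nM WRN + compound, 15 min RT; start with 100 nM forked fluorophore/quencher duplex, 2 mM ATP (final); kinetic read ex 525/em 598 nm.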
EPAC1 ag: activates human EPAC1 exchange factor; O95398; EPAC1 agonist qHTS, biochemical assay; response scale: 100% = response to 6.5 mM cAMP; Potency, µM (highest dose often 154 µM), for the others: at the highest dose activation, actives largely listed as activators; hit rate 0.073% among 360,000; AID 720707; further: potency means the concentration at half of the fitted maximal effect; nearly all actives have a fitted effect of over 60% in size
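Compounds were pinned as a concentration titration into mixtures of EPAC1 (100 nM), BODIPY-GDP-loaded Rap1B (250 nM) and GDP (50 uM). After 5 min at room temperature, fluorescence was followed for 30 min; activity was scaled to 6.5 mM cAMP.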
IL2 activator: IL-2 activation; IL-2 activation reporter assay, cell-based qHTS; stimulated with anti-CD3/CD4/CD28 beads; in transgenic mouse T cells; activation, % (series mostly up to about 46 µM); hit rate 0.065% among 360,000; AID 652025; in the data active means activation above about 50%; inconclusive means mostly about 30% to 49%; further: 0% is about no effect
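Screening format: compound pinned onto unstimulated transgenic mouse T cells, 60 min incubation, then anti-CD3/anti-CD4/anti-CD28 bead stimulation for 18 hours at 37 degrees C, followed by EGFP and DsRed detection.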
EPAC2 agonist: activates human EPAC2 exchange factor; EPAC2 activation, biochemical qHTS; response scale: 100% = 6.5 mM cAMP response; Q8WZA2; Potency, µM (highest dose often 154 µM), for inactives: at the highest dose activation, actives largely listed as activators; hit rate 0.079% among 360,000; further: potency means the concentration at half of the fitted maximal effect; nearly all actives have a fitted effect of over 50% in size
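Setup: EPAC2 100 nM, labeled Rap1B complex 250 nM, free GDP 50 uM. Compound titrations pinned in, brief spin, 5 min room temperature incubation. Kinetic fluorescence read over 30 min, normalized to 6.5 mM cAMP.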
PLK1 PBD block: PLK1 (human) polo-box domain binding inhibition; Plk1 PBD binding of FITC phosphopeptide, fluorescence polarization; Potency, µM, for inactives: max response, negative = inhibition, hits mostly inhibitors; hit rate 2.8% among 360,000; further: potency means the concentration at half of the fitted maximal effect; series mostly up to about 57 µM; on the % scale 0 is the no-effect control and ±100 the full control effect; nearly all actives have a fitted effect of over 65% in size
* = called active by the depositor; ? = inconclusive; . = not tested or not shown; [ ] = dose if it differs, or a comment. Unless noted, the call rests on the fitted dose curve; in most records, active means well fitted curve in the direction sought with a large enough effect; inconclusive means small, poorly fitted or top-dose-only effect, or another doubt; inactive means no such curve, though single readings can be large; an effect the other way counts as inactive or inconclusive. This is a subset; rates above refer to the full screens.

SMILES	CCT chaperon mod	PI5P4Ka inh	EPAC1 antagonist	WRN inhibitor	EPAC1 ag	IL2 activator	EPAC2 agonist	PLK1 PBD block
Cc1cccc(OCCCC(=O)NNC(=O)CCN2CCN(c3ccccc3)CC2)c1	-2.9	-7	-2%	-11%	-46%[inhibitor]	-0.1	2%	-3%
CCOc1ccc(N2C(=O)Nc3ccc(Br)cc3C2(O)C(=O)NCCN(C)C)cc1 (stereo not given)	-1.8	0	-1%	7%	1%	0.1	2%	7%
Cc1cccc(N(C)S(=O)(=O)c2ccc(-c3cnc(C4CC4)o3)cc2)c1	-0.5	6	-19%	-10%	0%	-1.0	6%	-14%
CC(C)(C)c1cc(CCC(=O)Nc2ccncc2)cc(C(C)(C)C)c1O	-1.7	2	-6%	1%	-7%	-2.4	5%	2%
O=C(NCCc1ccccc1)c1ccc(-c2ccc(F)c(F)c2)c2ccoc12	-1.7	13	-18%	-4%	-9%	-0.4	-2%	-17%
O=c1[nH]c(=O)n(Cc2ccccc2)c2nc(-c3ccc(C(F)(F)F)cc3)n(CCO)c12	-1.6	-1	-1%	1%	-12%	-5.8	-6%	4%
CCOC(=O)CN1C(=O)N[C@@H](c2cccc(F)c2)C(C(=O)OC)=C1C	-0.9	-18	-16%	-2%	13%	0.2	14%	-8%
Cc1c(C)n(C(=O)CSc2ncn[nH]2)c2ccccc12	-4.7	-4	-10%	1%	9%	-0.5	13%	-12%
Nc1cc(C(F)(F)F)ccc1N1CCOCC1	-5.2	-7	0%	5%	1%	1.1	13%	-2%
Cc1cc(OCC(O)CN2CCN(c3ccccn3)CC2)cc(C)c1Cl (stereo not given)	-0.5	4	-10%	-34%	2%	1.7	17%	-6%
O=C(O)Cn1c(SCCOc2ccc(Cl)cc2)nc2ccccc21	-3.2	12	2%	?	0%	1.7	10%	-13%
Cc1cc(N2CCCC2=O)cc(C)c1CN1C(=O)c2ccccc2C1=O	2.4	.	0%	-1%	4%	-0.8	4%	-8%
COc1cccc(C2c3c(-c4cc(Cl)c(C)cc4O)n[nH]c3C(=O)N2Cc2cccnc2)c1 (stereo not given)	-0.2	-4	-10%	-24%	9%	0.3	-8%	-4%
O=C(CSc1ncn[nH]1)N1N=C2/C(=C/c3ccccc3)CCCC2C1c1ccccc1 (stereo not given)	-0.4	-7	0%	-7%	11%	1.1	13%	-2%
CC(C)(C)NC(=S)NCc1ccco1	-0.9	5	10%	2%	6%	-0.8	-6%	-7%
CC(=O)Nc1nc(C)c(C(C)C)s1	-0.5	3	13%	-3%	6%	-2.7	2%	2%
COc1cccc(CN(C)C(=O)C(Cc2ccccc2)NC(=O)c2ccccc2)c1OC (stereo not given)	-5.3	0	-17%	-1%	8%	-2.5	11%	-10%
N=C1c2ccccc2CN1NC(=O)COc1ccc(Cl)cc1	-1.3	-2	-18%	2%	14%	-0.4	11%	-5%
COc1ccc(C(=O)NCCCNC(=O)c2cc3ccccc3[nH]2)cc1OC	0.5	4	3%	9%	-11%	-0.5	-1%	-2%
COc1ccccc1NC(=O)/C=C/c1ccc(OC)c(S(=O)(=O)N2CCOCC2)c1	-2.5	4	10%	-9%	-21%	0.1	-8%	-8%
COCCN(C(=S)Nc1cccc(C)c1)C(C)c1cccs1 (stereo not given)	1.6	1	-9%	-4%	8%	-1.8	14%	-2%
Cc1cnc(C(=O)OCC(=O)NC(C)C)cn1	0.2	.	12%	-8%	-4%	-1.4	5%	0%
OCCN1CCN(c2cc(-c3ccc4ccccc4c3)nc3ccnn23)CC1	-0.1	-1	0%	-2%	-9%	-0.2	5%	-4%
COC(=O)CSc1ccc2nnc(-c3ccc(OC)c(OC)c3)n2n1	-1.2	1	-6%	-5%	-2%	-1.7	4%	-5%
Nn1c(SCc2csc(-c3ccccc3)n2)nnc1-c1cccs1	-2.0	7	6%	-11%	14%	0.0	2%	-11%
COc1cccc(N2CC(C(=O)Nc3c(C)cccc3C)CC2=O)c1 (stereo not given)	0.6	7	21%	-10%	3%	0.1	?	-23%
Nc1nc(SCc2ccc([N+](=O)[O-])cc2)nc2nc3c(cc12)CCCC3	-0.4	19	1%	-5%	-2%	15	-5%	-9%
COCCCN1CC23C=CC(O2)C(C(=O)O)C3C1=O (stereo not given)	2.6	-8	3%	-4%	7%	-1.4	7%	27µM*
COc1cccc(NC(=S)N(CCc2ccc(OC)c(OC)c2)Cc2ccccn2)c1	2.3	6	?	-4%[57.1 µM]	3%	-0.9	4%	-12%
O=C(Nc1ccc(F)c(Cl)c1)c1cc(C2CCCCN2C(=O)c2ccc(Cl)cc2)on1 (stereo not given)	-0.1	1	-3%	-6%	2%	0.6	8%	-5%

Some of the entries so far, as comma-separated lines.
SMILES,CCT chaperon mod,PI5P4Ka inh,EPAC1 antagonist,WRN inhibitor,EPAC1 ag,IL2 activator,EPAC2 agonist,PLK1 PBD block
N=C1c2ccccc2CN1NC(=O)COc1ccc(Cl)cc1,-1.3,-2,-18%,2%,14%,-0.4,11%,-5%
COc1ccc(C(=O)NCCCNC(=O)c2cc3ccccc3[nH]2)cc1OC,0.5,4,3%,9%,-11%,-0.5,-1%,-2%

Next section.
SMILES	CCT chaperon mod	PI5P4Ka inh	EPAC1 antagonist	WRN inhibitor	EPAC1 ag	IL2 activator	EPAC2 agonist	PLK1 PBD block
Nc1ccc2c(c1)OCCOCCOCCOCCOCCO2	-2.3	1	-14%	-4%	7%	0.1	4%	0%
NS(=O)(=O)c1ccc(CNC(=O)CSc2nc3ccc(Cl)cc3[nH]2)cc1	0.9	-3	-15%	6%	-1%	-0.5	1%	-10%
CCC(C)N(C(=O)COC(=O)COc1c(C)cc(C)cc1C)C1CCS(=O)(=O)C1 (stereo not given)	-1.1	7	-22%	-2%	-2%	-4.5	-1%	-9%
O=C(c1cc(COc2ccc(F)cc2F)on1)N1CCOCC1	0.2	4	?	1%	18%	-0.1	-1%	0%
O=C(/C=C/c1ccccc1)c1ccc2c(c1)OCCCCO2	0.2	-1	-28%	-5%	7%	-3.8	11%	-8%
CCOC(=O)CSc1nnc(CNc2cccc(Cl)c2)n1-c1ccccc1	-0.3	-1	0%	-4%	5%	0.4	1%	-4%
O=C(O)c1cccc(NC(=O)C2C3C=CC(C3)C2C(=O)OCC(F)(F)C(F)F)c1 (stereo not given)	0.8	-4	7%	-4%	12%	-0.4	11%	2%
CS(=O)(=O)CCC(C(=O)O)N1C(=O)c2ccc(Oc3ccc(Cl)cc3)cc2C1=O (stereo not given)	-1.9	5	11%	5%	7%	-1.9	10%	-4%
O=C(/C=C/c1ccc(N2CCC(c3ccccc3)=N2)cc1)c1ccccc1	-2.1	-5	44%[activator]	50µM*	-20%	21	-30%[inhibitor]	60%[activator]
COc1ccc(CN2CCN(c3ncnc4scc(-c5ccc(F)cc5)c34)CC2)cc1	-0.1	5	10%	-3%	1%	-7.4	13%	0%
Cn1c(SCc2ccccc2F)nnc1-c1ccccn1	-0.8	-9	-28%	-5%	-3%	0.4	4%	-7%
CCOc1ccc(NC(=O)CN(C)C(=O)CC2CCCCC2)cc1OCC	0.1	-3	8%	1%	0%	-0.3	0%	-14%
Cc1ccc(C(=O)NCCCNC(=O)c2ccccn2)cc1	3.1	1	9%	12%	-1%	0.6	1%	0%
CC(=O)Nc1ccc(Sc2ncccc2C(=O)Nc2cc(Cl)cc(Cl)c2)cn1	-4.4	.	5%	-10%	-12%	-0.7	-5%	-4%
Cc1ccc(S(=O)(=O)N2CCC(C(=O)OCC(=O)N3CC(C)CC(C)C3)CC2)cc1C (stereo not given)	-4.8	3	-4%	10%	4%	-6.1	12%	1%
CSCC[C@H](NC(=O)c1cccnc1)c1nnc2ccccn12	-2.8	-1	-23%	-8%	-10%	-4.5	5%	-9%
O=C(C1CCCN(Cc2ccccc2Cl)C1)N1CCCCC1 (stereo not given)	1.4	2	8%	2%	-1%	-0.7	-5%	4%
COC(=O)c1cc(=O)c2c([N+](=O)[O-])ccc(OC)c2o1	0.1	-7	-1%	-12%	-5%	19	7%	-8%
Cc1cc(C)nc(NS(=O)(=O)c2ccc(N3C(=O)c4ccccc4C3=O)cc2)n1	-0.9	-3	3%	5%	0%	-0.2	2%	-7%
CCC1CCCCN1CCCNC(=O)c1cc2c(Cl)nc3ccccc3c2s1 (stereo not given)	0.9	-8	6%	8%[11.6 µM]	-1%	-0.3	0%	-5%
CCNc1nc(Oc2ccc(C(=O)OC)cc2)nc(SC)n1	-0.6	-2	-4%	0%	0%	0.6	-2%	0%
COC(=O)[C@H](CC(C)C)NS(=O)(=O)c1ccc(F)cc1Br	-0.9	0	-7%	1%	-15%	-2.4	8%	-8%
COc1cccc(-c2cc3nc(-c4ccccc4)cc(N4CCC5(CC4)OCCO5)n3n2)c1	1.0	.	-1%	-9%[57.1 µM]	9%	-3.4	14%	2%
Cn1cc(Br)c(-c2cccc(NC(=O)CCC(=O)O)c2)n1	2.9	-4	7%	-7%	4%	-1.4	5%	-9%
COc1ccc(/C=C/C(=O)NCC(=O)N=Nc2c(O)[nH]c3ccc([N+](=O)[O-])cc23)cc1	1.1	-18	12%	-11%[11.6 µM]	0%	-0.5	3%	-15%
CCOC(=O)[C@@H]1[C@H]2COc3cc(OC)ccc3[C@H]2N2C(=O)N(c3ccc(Br)cc3)C(=O)[C@]12C	0.7	2	-12%	-5%	0%	0.6	14%	-1%
CCC(=O)c1cn([C@H](CCC(OC)OC)CC(=O)OC(C)(C)C)cc1CC	-1.7	3	-3%	-1%	-17%	0.0	-2%	-6%
Cc1ccc(S(=O)(=O)N(C)C)cc1NC(=O)COC(=O)C1CCN(S(=O)(=O)c2cccs2)CC1	-4.1	-2	5%	-1%	-3%	-1.8	-4%	2%
O=C(NCCCCc1ccccc1)c1cccc(NC(=O)C2CC2)c1	-0.9	-53*	-11%	4%	-7%	-0.2	14%	19µM*
CC(=O)NCCc1nc2cc(NS(=O)(=O)c3ccccc3)ccc2n1C	0.9	1	-9%	-6%	-2%	0.2	5%	2%
Cc1ccc2cc(C(c3nnnn3C3CCCC3)N(Cc3cccnc3)Cc3ccco3)c(=O)[nH]c2c1 (stereo not given)	3.2	.	5%	-22%	13%	0.6	3%	-3%
CC(=O)c1ccccc1C(=O)NCc1cccnc1	-1.4	-3	-7%	-14%	-11%	-0.3	-2%	-11%
Cc1cc(N2CCCCCC2)nc(-c2ccccc2O)n1	-3.3	23	0%	-12%	17%	0.5	15%	-7%
CCCCC[C@H](O)/C=C/[C@H]1CCC(=O)[C@@H]1CCCCCCC(=O)N1CCCCC1CO (stereo not given in full)	-0.9	1	-5%	1%	-6%	-0.8	-14%	-4%

Screening results: PubChem BioAssay, National Center for Advancing Translational Sciences (NCATS)
